Assay outcomes: PubChem, several laboratories
COUP-TFII inh – NR2F2 (human) inhibition, primary screen | P24468 | 0.7% of 370,000 active | HEK293T NGFI-A luciferase reporter, luminescence | inhibition, % at 8.6 µM;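 active = inhibition above a per-plate cutoff, mean inhibition of test wells between control levels plus 3 SD, cut at about 38% in these data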;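 also: cells cotransfected with COUP-TFII expression vector driving the NGFI-A reporter; 0% = median of COUP-TF2 test wells and 100% = reporter-only cells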
TWEAK Fn14 block – TWEAK-Fn14 signaling inhibition. TWEAK-stimulated Fn14 reporter cells, luciferase luminescence, 8 h. inhibition, % at 10 µM. 2% of 360,000 active; in the data active = inhibition above about 50%
SRC3 inh – human NCOA3 inhibition | HEK293 GAL4-SRC3 luciferase reporter, luminescence | inhibition, % at 3.6 µM | AID 588352 | Q9Y6Q9 | 0.17% of 360,000 active;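 active = inhibition above a per-campaign cutoff, the mean of all compounds plus 3 SD, cut at about 60% in these data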;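 also: 0% = DMSO-treated cells and 100% = gossypol-treated cells at 36 µM; higher means less SRC3-driven luciferase light from the GAL4 reporter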
SRC1 inh – inhibits human SRC1 coactivator. 0.12% of 360,000 active. HEK293 GAL4-SRC1 luciferase reporter, luminescence. AID 588354. Q15788. inhibition, % at 3.6 µM;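 active = inhibition above the campaign mean plus 3 SD, with each screening campaign given its own cutoff, cut at about 60% in these data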;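 also: 0% = DMSO treated cells and 100% = gossypol at 36 µM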
TROY NFkB inh – inhibitors of TROY-dependent NF-kB signaling | Q293 LMP1-TROYcd NF-kB luciferase reporter, 4 h | inhibition, % at 10 µM | 0.98% of 360,000 active | AID 1347056;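 active = compounds whose plate-normalised and pattern-corrected inhibition of the luciferase reporter signal at the single screening dose is 50% or more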
LRH-1 inv ag – inverse agonists of human LRH-1 (NR5A2) | HEK293T StAR-luciferase reporter, LRH-1 transfected, 24 h | inhibition, % at 3.6 µM | 0.13% of 360,000 active;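 active = inhibition above the mean inhibition of all tested compounds plus 3 SD, cut at about 73% in these data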;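 also: 0% = DMSO wells and 100% = reporter-only cells lacking LRH-1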
NOD2 RIPK2 PPI – inhibitors of human NOD2-RIPK2 interaction. CHO BLA complementation NOD2-RIPK2, CCF4 ratio. inhibition, % at 4.98 µM. 0.38% of 360,000 active; in the data active = inhibition above about 21%;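 also: 0% = vehicle only and 100% = reference blocker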
NCOA2 inhibitor – human SRC2 (NCOA2) inhibition | inhibition, % at 9 µM | HEK293 GAL4-SRC2 luciferase reporter, luminescence | 0.17% of 370,000 active | AID 651957;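 active = inhibition above the mean inhibition of all tested compounds plus 3 SD, set per campaign, cut at about 52% in these data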;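 also: 0% = DMSO treated cells and 100% = cells given Gossypol at 36 µM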
Granule exo inh – blocks lytic granule exocytosis; inhibition, % at 10 µM; 0.66% of 360,000 active; AID 651702; TALL-104 LAMP-1 surface exposure, flow cytometry; cells stimulated with thapsigargin and PMA;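 active = inhibition above about 55%, limit read from the data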
ABHD5-PLIN5 inh – ABHD5-PLIN5 protein interaction inhibition; Split G. princeps luciferase complementation, luminescence, 4 h; inhibition, % at 4 µM; 0.78% of 360,000 active;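 active = inhibition above the mean inhibition across every tested compound plus 3 SD, cut at about 22% in these data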;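 also: 0% = DMSO only wells and the 100% control is not disclosed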
TLR9-MyD88 inh – blocks human TLR9 binding to MyD88; CHO BLA complementation TLR9-MyD88, CCF4 FRET ratio; inhibition, % at 4.98 µM; 0.21% of 340,000 active; AID 504734;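 active = inhibition above the mean over all tested compounds plus 3 SD, cut at about 21% in these data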;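 also: 0% = DMSO only wells and 100% = clavulanate BLA inhibitor control wells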
* hit, by the source's call; x = no result given.

SMILES	COUP-TFII inh	TWEAK Fn14 block	SRC3 inh	SRC1 inh	TROY NFkB inh	LRH-1 inv ag	NOD2 RIPK2 PPI	NCOA2 inhibitor	Granule exo inh	ABHD5-PLIN5 inh	TLR9-MyD88 inh
O=C(NCc1cccc(Cl)c1)c1ccc(CS(=O)Cc2ccc(Cl)cc2)o1 (stereo not given)	-1	-4	5	2	0	0	6	-4	-3	0	1
Cc1cccc(-c2nc(CS(=O)CC(=O)NCc3ccco3)c(C)o2)c1 (stereo not given)	12	16	1	0	-25	14	-8	-4	27	0	4
CCOC(=O)/C=C/C(=O)OCC(=O)Nc1ccc(Cl)cn1	-11	8	-6	-8	-9	-12	-4	-13	9	6	2
N#Cc1c(CSCC(=O)O)cc(=O)n2c1[nH]c1ccccc12	-4	15	8	-21	7	-3	-3	-2	2	4	-8
O=C(NCCCCNC(=O)c1ccc(Cl)s1)c1ccc(Cl)s1	0	-4	-13	-7	-5	0	-11	5	-3	0	-9
Cc1ccc(S(=O)(=O)N2CCC(C(=O)OCCOc3ccccc3)CC2)cc1C	-10	-21	-4	-7	-13	20	2	8	3	-2	3
COc1ccc(CCNC(=O)CN2C(=O)NC(Cc3c[nH]c4ccccc34)C2=O)cc1 (stereo not given)	-6	3	11	-90	15	6	-9	-5	4	1	-7
Cc1ccc(C2(C(F)(F)F)N=C3Sc4cc(C)cc(C)c4N3C(=O)N2)cc1 (stereo not given)	1	-4	-1	-16	-23	-14	-8	2	-1	-12	-2
COC(=O)Cn1c(=NC(=O)c2ccc(OC)cc2)sc2cc(OC)ccc21	-4	7	-18	-2	-3	5	-4	-4	0	5	9
COc1ccc(NC(=O)CSCC(=O)Oc2c(OC)cccc2OC)cc1	-26	9	-18	17	-7	-18	12	20	-6	0	-2
COCCOC(=O)C1=C(C)NC(=O)NC1c1ccc(-c2cc(Cl)ccc2Cl)o1 (stereo not given)	11	-19	15	-4	3	-12	8	6	-1	-2	x
CC(C)NC(=S)N=Nc1c(O)[nH]c2ccc(C(C)C)cc12	12	6	9	1	-2	0	0	11	1	-5	1
Cc1ccc(S(=O)(=O)N(C)c2ccc3sc(C)nc3c2)cc1	6	-2	11	14	7	2	2	4	20	0	4
S=C(NCC1CCCO1)N1CCN(Cc2ccccc2Cl)CC1 (stereo not given)	-5	-8	10	0	13	1	0	-16	3	-1	-7
COc1cccc(C(C)(O)c2nc(-c3cncnc3)cs2)c1 (stereo not given)	0	29	5	13	-2	-13	3	13	7	4	x
CC(NC(=O)/C=C/c1ccco1)c1nc2ccccc2n1Cc1ccccc1F (stereo not given)	24	12	15	-15	9	2	-6	3	-5	35*	-11
COc1ccc(/C(C)=N/NC(=O)C2CC2)cc1	-17	0	4	-37	-7	-22	5	-16	-2	-3	2
O=C(NC1CCN(Cc2ccccc2)CC1)c1ccccc1OCc1ccccc1	-26	-8	16	5	-6	-18	8	13	18	1	7
COc1cccc(NC(=O)c2cnc(SC)nc2C)c1	-15	-26	-13	4	-17	-34	-1	-4	-9	-5	-10
COc1ccc(CCn2cnc3c([nH]c4ccccc43)c2=O)cc1	6	-11	23	-9	3	0	7	3	10	3	12
N#Cc1ccc(C23OCCN2CCn2nc4ccccc4c23)cc1 (stereo not given)	-11	15	3	7	-17	-4	4	17	-1	10	-1
CC(C)Oc1ccc(CNC(=O)c2ccc3nc(N4CCOCC4)sc3c2)cc1	-14	-3	-16	-5	12	0	1	-10	-1	-4	4
CCC(C)(C)C1CCC2(CC1)NC(=O)N(CC(=O)N(C)CCOc1ccc(Cl)cc1)C2=O (stereo not given)	-15	17	-3	-2	20	-10	-2	7	1	-12	1
OC(COCc1ccc(Cl)cc1)CN1CCN(CC(O)COCc2ccc(Cl)cc2)CC1 (stereo not given)	25	6	8	6	24	17	-4	9	-1	6	-5
COc1cccc(C(=O)NNC(=O)c2cccc(F)c2)c1	1	-2	-46	-60	-47	-56	12	-26	-8	-11	0

Next part, overlapping the part above by 4 compounds.
SMILES	COUP-TFII inh	TWEAK Fn14 block	SRC3 inh	SRC1 inh	TROY NFkB inh	LRH-1 inv ag	NOD2 RIPK2 PPI	NCOA2 inhibitor	Granule exo inh	ABHD5-PLIN5 inh	TLR9-MyD88 inh
CC(C)Oc1ccc(CNC(=O)c2ccc3nc(N4CCOCC4)sc3c2)cc1	-14	-3	-16	-5	12	0	1	-10	-1	-4	4
CCC(C)(C)C1CCC2(CC1)NC(=O)N(CC(=O)N(C)CCOc1ccc(Cl)cc1)C2=O (stereo not given)	-15	17	-3	-2	20	-10	-2	7	1	-12	1
OC(COCc1ccc(Cl)cc1)CN1CCN(CC(O)COCc2ccc(Cl)cc2)CC1 (stereo not given)	25	6	8	6	24	17	-4	9	-1	6	-5
COc1cccc(C(=O)NNC(=O)c2cccc(F)c2)c1	1	-2	-46	-60	-47	-56	12	-26	-8	-11	0
CCOc1cc(CNCCc2ccc(S(N)(=O)=O)cc2)ccc1OCC(=O)NC1CCCCC1	6	22	6	-12	10	4	5	-9	1	1	-14
O=C(COC(=O)/C=C/c1ccc([N+](=O)[O-])cc1)NCc1ccccc1	-4	-11	4	-13	3	16	1	-5	-1	2	-5
Cc1ccc(S(=O)(=O)N(CCCN(C)C)Cc2ccc3c(c2)OCO3)cc1	11	-5	6	-1	9	17	2	-3	36	6	-10
CCC(C)[C@H](NC(=O)NCc1ccc(OC)c(OC)c1)C(=O)O (stereo not given in full)	11	-3	-1	-15	6	1	-2	19	6	-8	5
CC1(C)C(=O)Nc2ccccc2N1C(=O)COC(=O)c1ccc(NC(N)=O)cc1	-19	10	-19	3	7	-8	-10	4	3	-12	6
CN(C)S(=O)(=O)N1CCC(Oc2cccc(C(=O)NC3CCOC3)c2)CC1 (stereo not given)	2	9	2	-19	6	-5	-1	-6	-2	6	-4
O=C(CC1SCCNC1=O)Nc1cc(Cl)cc(Cl)c1 (stereo not given)	-16	2	10	-11	-9	-10	-3	4	-3	6	-1
COc1ccc(NC(=O)CN(C)C(=O)C2CSC3(C)CCC(=O)N23)cc1 (stereo not given)	7	-11	17	-17	-3	8	1	1	11	-3	-11
O=C1CC2(CON=C2c2ccc(F)cc2)C(=O)N1c1ccc(F)cc1 (stereo not given)	-10	-1	0	5	2	1	-16	-12	0	0	-5
CCOC(=O)c1cnc(SC)nc1Sc1ccccc1Cl	10	0	20	-4	6	-2	-3	-7	-1	-19	5
O=C(Nc1ccc(N2CCOCC2)cc1N1CCOCC1)c1ccc([N+](=O)[O-])cc1Cl	-8	-5	20	7	-5	-8	-11	-3	-7	2	-6
Cc1cc(/C=C2\SC(=O)NC2=O)c(C)n1-c1ccc(N(C)C)cc1	-6	-11	-9	-22	-28	0	1	-8	14	1	-3
CCOc1ccc(CCNC(=O)CSC(=S)N2CCCC2)cc1OCC	7	-4	11	0	10	-16	-6	4	5	-10	-4
CCOC(=O)c1nn(-c2ccccc2C)c(=O)cc1OCC(=O)Nc1cccc(OC)c1	-5	9	11	2	-8	-5	-5	-9	0	-6	-2
O=C(O)c1ccccc1NCc1ccco1	6	15	-12	-15	-8	9	-5	-1	-1	-2	-3
COc1ccc(OC)c(CNc2ccc(F)c(Cl)c2)c1	8	-22	8	14	-18	-5	4	-10	-2	-8	9
Nc1ccc(Cl)c(-c2nc3ncccc3o2)c1	-9	-8	-16	-30	22	-9	-7	-29	3	-3	-9
Oc1ccc(-c2nnc(-c3ccc(O)cc3)nn2)cc1	-60	-16	-92	-101	-77	-126	-8	-66	4	-3	10
Cc1nc(NC(=O)c2ccco2)sc1C(=O)Nc1ccc(Br)cc1	x	-20	-5	12	-7	6	2	x	-5	7	-4
CC(C)Cn1c(SCC#N)nc2ccccc2c1=O	1	5	0	-1	10	9	1	1	7	-5	-2
COc1cccc(N(C(=O)CNC(=O)c2ccco2)C(C(=O)NC2CCCCC2)c2ccncc2)c1 (stereo not given)	-14	-1	1	8	-4	8	-4	9	0	3	-5
COC(=O)C(C)n1nc(C)n(-c2ccc(C)cc2)c1=O (stereo not given)	-17	-3	-7	-3	7	1	-7	12	-1	-5	3
S=C(Nc1cccc(Cl)c1)NC1CCCCC1	9	6	-2	7	-23	17	-5	-16	0	-6	4
CCCCNC(=O)c1cn(CC)c2ccc(S(=O)(=O)N3CCCC3)cc2c1=O	1	16	11	-11	-5	-5	-3	19	-7	12	-6
Cc1cc(C)cc(NC(=O)NCC2CCN(Cc3cc(C)ccc3C)CC2)c1	7	11	14	-19	-12	20	-10	11	46	-5	0

At a glance, some entries already given.
SMILES	COUP-TFII inh	TWEAK Fn14 block	SRC3 inh	SRC1 inh	TROY NFkB inh	LRH-1 inv ag	NOD2 RIPK2 PPI	NCOA2 inhibitor	Granule exo inh	ABHD5-PLIN5 inh	TLR9-MyD88 inh
CCCCNC(=O)c1cn(CC)c2ccc(S(=O)(=O)N3CCCC3)cc2c1=O	1	16	11	-11	-5	-5	-3	19	-7	12	-6
Cc1cc(C)cc(NC(=O)NCC2CCN(Cc3cc(C)ccc3C)CC2)c1	7	11	14	-19	-12	20	-10	11	46	-5	0

Next section
SMILES	COUP-TFII inh	TWEAK Fn14 block	SRC3 inh	SRC1 inh	TROY NFkB inh	LRH-1 inv ag	NOD2 RIPK2 PPI	NCOA2 inhibitor	Granule exo inh	ABHD5-PLIN5 inh	TLR9-MyD88 inh
CCOc1cccc(C(=O)Nc2ccc(N(CC)CC)cc2)c1	-26	-21	-4	-41	-4	-24	-4	-28	1	-1	-7
Cc1cc(NC(=O)CSCC(=O)Nc2cc(C(F)(F)F)ccc2N2CCCCC2)no1	13	-18	-5	-10	-4	19	-6	1	-5	-6	-5
CCOC(=O)c1c(C)[nH]c(C(=O)COC(=O)C2CC(=O)N(Cc3ccccc3)C2)c1C (stereo not given)	-6	9	8	-1	8	3	-4	-20	0	2	1
Cc1ccc(S(=O)(=O)Nc2ccccc2F)cc1C(=O)NCCCN1CCCC1=O	14	15	10	1	8	-9	-12	-29	-1	-1	-2
c1ccc(CCNc2cnccn2)cc1	-13	-9	-10	2	-28	-2	6	-14	-10	-1	-4
COc1ccccc1C(OC(=O)c1cccs1)C(=O)NCC1CCCO1 (stereo not given)	11	21	-4	-8	6	5	-10	-10	61*	-10	1
Cc1cccc(N(CC(=O)Nc2cccnc2)S(C)(=O)=O)c1	-4	-6	12	10	5	12	-2	0	3	5	-9
CCOC(=O)c1ccc(CS(=O)c2ccc(Cl)cc2)o1 (stereo not given)	-1	-12	-9	-9	-4	-9	0	-3	1	4	3
CCN(CC)c1ncnnc1-c1ccccc1	-6	3	0	-9	-9	4	-16	-16	0	2	-2
O=C1C2CC=CCC2C(=O)N1c1ccc(NCCc2ccccc2F)c([N+](=O)[O-])c1 (stereo not given)	8	11	-5	-15	-35	15	-5	-7	0	2	-6
CCC(C)(C)NC(=O)C(c1ccccc1F)N(C(=O)c1ccn[nH]1)c1ccccc1 (stereo not given)	-9	21	17	7	9	-9	0	-3	-2	-3	-5
COc1ccc(Nc2nc3nonc3nc2N2CCCCC2)cc1	3	-11	15	8	-4	25	-11	-11	-4	-1	0
CN1CCN(C(=O)CCCOc2cc(=O)n(C)c3ccccc23)CC1	-56	3	-27	-23	-3	-5	0	-43	0	-4	-6
C[C@H]1CN([C@@H](C)CO)S(=O)(=O)c2ccc(Br)cc2O[C@H]1CN(C)C(=O)C1CCC1	6	-4	-16	-22	-11	-3	-1	7	-6	8	-5
Cc1ccc(NC(=O)CCc2ccccc2)cc1S(=O)(=O)N1CCOCC1	4	-13	1	6	9	-9	-5	-4	4	0	7

Some of the compounds tested; the hit share may differ from the screen's.
